hcGAS inh: blocks human cGAS activity | Q8N884 | recombinant h-cGAS, ATP depletion, Kinase-Glo luminescence | inhibition, % at 12.5 µM | hit rate 0.081% among 290,000;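 further: 0% = vehicle reaction and 100% = reaction without DNA for no activity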
Target sequence (Q8N884 whole entry, looked up): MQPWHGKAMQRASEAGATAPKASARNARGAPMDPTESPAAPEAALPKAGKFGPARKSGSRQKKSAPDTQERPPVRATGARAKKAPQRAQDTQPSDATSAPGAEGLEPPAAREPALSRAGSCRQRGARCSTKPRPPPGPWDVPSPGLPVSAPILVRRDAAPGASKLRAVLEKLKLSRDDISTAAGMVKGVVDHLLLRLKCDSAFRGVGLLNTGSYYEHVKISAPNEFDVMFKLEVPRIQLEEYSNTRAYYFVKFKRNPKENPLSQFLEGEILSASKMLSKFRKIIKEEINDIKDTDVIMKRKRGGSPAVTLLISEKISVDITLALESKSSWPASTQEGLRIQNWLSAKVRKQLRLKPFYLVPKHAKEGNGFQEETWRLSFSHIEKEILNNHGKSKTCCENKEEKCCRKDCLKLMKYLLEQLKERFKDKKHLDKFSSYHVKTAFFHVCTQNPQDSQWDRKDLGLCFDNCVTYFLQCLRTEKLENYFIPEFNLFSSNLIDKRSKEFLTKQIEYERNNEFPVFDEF
mcGAS inh: blocks mouse cGAS activity; Q8C6L5; AID 1259399; hit rate 0.15% among 160,000; recombinant cGAS, Kinase-Glo ATP depletion luminescence; inhibition, % at 12.5 µM;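 further: 0% = negative control wells and 100% = reference inhibitor with no enzyme activity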
NPYLR7 ag: activates Aedes aegypti NPYLR7 receptor; HEK293T NPYLR7/Galpha15, GCaMP6s calcium fluorescence; hit rate 0.15% among 270,000; AID 1259423; activation, % at 10 µM; in the data active means activation above about 40%;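 further: 0% = vehicle and 100% = reference agonist at the receptor; some compounds past the cut are filed as inactive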
* hit, by the source's call; nt = no result given; & = joins results of further samples. Unless noted, no stated cut-off is given here; in the data, active means inhibition above about 40%; inactive means the rest.

SMILES	hcGAS inh	mcGAS inh	NPYLR7 ag
Cc1nn(C)c(C)c1CCC(=O)N(C)Cc1nc(-c2ccccc2)no1	-2	-14	-5
Cc1ccc(S(=O)(=O)c2c(C)nn(C(C)(C)C)c2OC(=O)c2ccccc2[N+](=O)[O-])cc1	-11	-7	0
Cc1cc(C(=O)CSc2nnnn2C(C)C)c(C)n1C1CC1	0	nt	-2
CCCCCOc1ccc(C(=O)Nc2ccccc2OC)cc1OCCCCC	-3	nt	-11
CN1C[C@@H]2CC[C@H](CC1=O)N2C(=O)c1cc2ccccc2[nH]c1=O	-6	nt	-2
CC(NC(=O)CC(c1cccc(F)c1)c1cn(C)c2ccccc12)c1ccccc1 (stereo not given)	3	3	nt
CCC(=O)Nc1c(-c2cccc(OC)c2)c(=O)c2ccccc2n1C	-6	nt	5
COc1ccc(S(=O)(=O)NCC2CCCO2)cc1N1CCN(C(=O)C(C)Oc2ccccc2)CC1 (stereo not given)	-8	-7	-1
CC1(C)CCC(NCc2cccc3c2OCO3)c2ccccc21 (stereo not given)	-10	-6	10
CCN1CCCC1CNC(=O)/C=C/c1ccc2c(c1)OCO2 (stereo not given)	-1	1	-17
CC1CCCN(S(=O)(=O)c2ccc(C(=O)N(C)Cc3nc4ccccc4c(=O)[nH]3)cc2)C1 (stereo not given)	1	-9	6
COc1ccc(NC(=O)Cn2ccn3nc(-c4ccccc4)cc3c2=O)cc1	-8	-6	4
O=C(CN1CCN(c2ccccc2)CC1)NCC1CCCCC1	-3	nt	-4
CCC(=O)Nc1ccc(N(C)C)c(CN(Cc2ccco2)C(=O)c2ccco2)c1	-10	-9	-2
CCOC(=O)c1c(C)nn(-c2ccc(C(=O)NC(C)(C)CC)cc2)c1C	-2	-4	4
CC(C)c1ccc(/C=C2/SC(=Nc3ccccc3Cl)NC2=O)cc1	3	-2	-2
O=C(Nc1ccc2nc([C@@H]3O[C@H](CO)[C@@H](O)[C@H](O)[C@H]3O)[nH]c2c1)C1CCCCC1	-2	-1	-2
CCOc1ccc(-c2ccnc(N3CCN(S(=O)(=O)c4ccc(Cl)cc4Cl)CC3)n2)cc1	-5	-7	3
Cc1onc(-c2ccccc2Cl)c1C(=O)Nc1ccc(-c2nc3ccccc3o2)cc1	3	-3	-8
O=C(CN1CN(c2ccccc2)C2(CCN(C(=O)/C=C/c3ccccc3)CC2)C1=O)NC1CCCCC1	-8	-6	14
Cc1ccc(Oc2ncccc2CNCc2ccc(C)o2)cn1	-5	-4	-3
CC(C)N(CC(N)=O)C(=O)Cc1ccc(Cl)c(Cl)c1	-9	-5	7
CC(=O)C1(c2ccccc2)CCN(c2cc(Cl)nc(SCc3cccc(C(=O)NCCc4ccc(Cl)cc4Cl)c3)n2)CC1	-1	-2	4
CCc1nc2c(OCc3ccc(F)c(F)c3)cccn2c1N(C)C(=O)c1ccc(OC)cc1	-5	-4	33
C[C@H](NC(=O)OCc1ccccc1)C(=O)N1CCOC(c2ccccc2)C1 (stereo not given in full)	-8	-14	7
(list continues)
SMILES	hcGAS inh	mcGAS inh	NPYLR7 ag
CC(C)(C)Nc1c(-c2ccc(F)cc2)nc2ccc(Cl)cn12	-10	-10	4
COc1ccc(C)c(NS(=O)(=O)c2ccc(N3C(=O)C(C)CS3(=O)=O)cc2)c1 (stereo not given)	-5	nt	-9
CCCc1cc(=O)n(CC(=O)Nc2ccc(OCC)cc2)c(-n2nc(C)cc2C)n1	2	-1	0
CON(C)C(=O)c1cccc(S(=O)(=O)Nc2ccc(Br)cc2)c1	-4	-6	4
Cn1c(=O)c2c(ncn2CCCC(=O)Nc2ccnn2Cc2cccs2)n(C)c1=O	-5	nt	4
CCC(C(=O)NC1CC1)n1nc(C)n2c(cc3occc32)c1=O (stereo not given)	4	0	-11
Cc1cc(=O)n2c3ccccc3n(CC(O)CNc3ccc(Cl)cc3)c2c1C#N (stereo not given)	-4	-2	1
CCc1ccccc1OCCN1CCCN(c2ncccn2)CC1	-5	-11	-1
COc1ccccc1Cn1ccc2nc3ccn(-c4ccncc4)c(=O)c3cc2c1=O	-6	nt	6
CSc1nn(CC(=O)Nc2ccc(C)c(F)c2)c(N)c1S(=O)(=O)c1ccccc1	-2	-6	3
COc1ccc(-n2c(-c3ccccc3)cn(-c3ccccc3)c2=O)cc1	-1	nt	18
COc1cccc(C2CCCCN2C(=O)c2cn(Cc3cccc(C(F)(F)F)c3)nn2)c1 (stereo not given)	-1	-10	nt
COCCNS(=O)(=O)c1ccc(OC)c(N2CCN(S(=O)(=O)c3ccc(F)cc3F)CC2)c1	-3	-6	0
Cc1cc2c(cc1C)NC(c1ccc(Cl)c(F)c1)C1C(=O)CC(C)(C)CC1=N2 (stereo not given)	-5	-3	-4
O=C(CCc1cc(Cl)cs1)NCCNC(=O)c1ccccc1	-10	nt	10
COc1ccc(N2C(=O)CC(N(CCc3ccccc3)C(=O)/C=C/C(=O)O)C2=O)cc1 (stereo not given)	-5	-6	1
Cc1ccnc(-n2cccc2CN2CCN(c3cc(=O)[nH]c(N)n3)CC2)c1	-7	nt	0
O=C(O)c1coc(CN(Cc2cccc(Oc3ccccc3)c2)Cc2ccco2)n1	2	-1	0
COc1ccc(-n2nc(-c3cccs3)cc2C(=O)N2CCC(Cc3ccccc3)CC2)cc1	-10	-4	nt
COc1ccc(CNC(=O)c2nnn(CC(=O)Nc3ccc(C)cc3)c2N)cc1	-9	-8	-5
CCCC(=O)Nc1ccc(-c2csc(N3CCCC3=O)n2)cc1	-8	-11	0
CC(C)N(C)C(=O)[C@@H]1[C@@H](CCO)c2cccnc2C(=O)N1C	7	-7	2
CCCCN(CC(=O)Nc1c(-c2ccccc2)c(C)nn1-c1ccc(C)cc1)C(=O)Nc1ccccc1F	-8	-8	nt
COc1cc2c(cc1CN1CCC(O)(Cc3cc(-c4ccccc4)no3)CC1)CCC2	-10	-12	3
Cc1nnc2c(NCc3cc(Cl)c4c(c3)OCCO4)nccn12	-9	-16	2
Next structures:
SMILES	hcGAS inh	mcGAS inh	NPYLR7 ag
CC(C)Cc1ccc(C(NC(=O)C2CC2)c2cccs2)cc1 (stereo not given)	16	7	2
CCOC(=O)c1ccc2c(c1)nc(SCc1ccccc1OC(F)F)n2CCc1ccc(OC)cc1	0	-4	3
COc1ccc(-c2cc(NC(C)C)ncn2)cn1	0	-15	4
CCOC(=O)c1cc([N+](=O)[O-])sc1NC(=O)c1cccc(Br)c1	5	nt	-3
CC(C)CNc1ccc2c(n1)C(=O)N([C@H](C)C(=O)NCCCN1CCOCC1)C2	-14	nt	7
COc1ccc(NC(=O)CN(C)CCS(=O)(=O)c2cc(C)ccc2C)cc1	-1	nt	1
Cc1c(C(=O)NC(C)CCc2ccccc2)cc(-c2ccc(Cl)cc2)n1-c1cccc(F)c1 (stereo not given)	-11	-5	-12
CC(C)c1c(C(=O)NCc2ccccn2)cnn1-c1ccc(Cl)cc1	-8	-4	21
CC(C)(C)OC(=O)NC1CCN(C(=O)c2sc3ncccc3c2-n2cccc2)CC1	-3	-3	-6
COc1cccc(COC(CN2CCN(C(=O)NC3CCCCC3)CC2)c2ccc(Cl)cc2)c1 (stereo not given)	-3	-5	-3
CCOC(=O)c1c(NC(=O)CCl)sc(C)c1C	-4	-7	7
Cc1ccoc1C(=O)N(Cc1ccccn1)CC(C)C	-8	nt	7
Cc1cccc(CSc2nnc(CNC(=O)COc3ccccc3)n2-c2cc(Cl)ccc2Cl)c1	-13	-5	1
CCN1CCN(C(=O)c2cc(-c3ccccc3)nn2-c2ccc(F)cc2)CC1	-11	-5	26
Cc1cc(=O)n2[nH]c(C(F)(F)F)nc2n1	3	nt	0
COc1ccc(Nc2nc(NCC3CCCO3)nc3[nH]ncc23)cc1 (stereo not given)	-11	nt	0
CCOCCCN(CC(=O)N(Cc1ccc(F)cc1)Cc1ccc(C)s1)C(=O)c1ccc(F)cc1	-7	-7	nt
Cn1c(=O)c2c(SCc3cccnc3)nc(-c3cccc(F)c3)nc2n(C)c1=O	-3	-6	-3
COc1ccc(CN(C)C(C)C(=O)Nc2ccc(C(C)C)cc2)cc1F (stereo not given)	-12	nt	1
CN1C(=O)C(O)(C2C(=O)Nc3ccc(Br)cc32)c2cc(Br)ccc21 (stereo not given)	-10	-3	12
CCOC(=O)COc1nc2c(c(-c3ccncc3)c1C#N)CCc1ccccc1-2	-6	nt	19
CNc1ncccc1C(=O)N1CC[C@]2(OC)CC[C@H](OCC3CC3)C[C@H]12	-4	-4	nt
N#Cc1c(NC(=O)c2cnccn2)sc2c1CCC2	0	7	-2
CC(C)C(CC(=O)N1CCN(S(N)(=O)=O)CC1)c1ccccc1 (stereo not given)	-5	nt	8
CCOC(=O)c1nc2cc(C)c(C)cc2nc1N1CCN(C(=O)c2cncc(Br)c2)CC1	0	2	nt
Going on with the list:
SMILES	hcGAS inh	mcGAS inh	NPYLR7 ag
CCOC(=O)CNc1nc(C(C)(C)C)nc2c1cnn2C	-9	nt	-5
CCc1ncc(C(=O)N2CCC(O)(c3ccc4nc(C)ccc4c3)CC2)cn1	-1	-2	6
CC1CNC(=O)CCN1Cc1ccc2cccc(Cl)c2n1 (stereo not given)	-5	nt	9
O=C(CSc1nnc(Nc2cccc(F)c2)s1)N1CCOCC1	-8	nt	11
O=C(NCCc1cccc(F)c1)C(=O)c1ccc(C2CCCCC2)cc1	-9	-4	-9
CCCCC(CC)COc1ccc(-c2nc(-c3ccc(OC)cc3)nc(-c3ccc(OCC(CC)CCCC)cc3O)n2)c(O)c1 (stereo not given)	-4	nt	6
CCOC(C)C(=O)N1CCc2[nH]c3c(Br)cccc3c2C1 (stereo not given)	2	nt	-1
COCOc1cccc(CN2CCC2(C)C(=O)Nc2cccc(NS(C)(=O)=O)c2)c1 (stereo not given)	0	nt	-1
CN(C)CCN1C(=O)C(O)=C(C(=O)c2ccco2)C1c1cccs1 (stereo not given)	-8&-2	nt	10&1
CCN(CC)C(=O)Oc1ccc2c(ccn2Cc2ccc(Cl)cc2)c1NC(=O)C1COc2ccccc2O1 (stereo not given)	-8	-7	-2
OC(CN1CCNCC1)c1cccs1 (stereo not given)	-6	nt	-4
COc1ccc(C2CC(=O)C3C(=Nc4ccccc4NC3c3cccnc3)C2)cc1 (stereo not given)	-6	-5	-3
CC(=O)c1ccc(S(=O)(=O)N2CCN(c3ccc(NC(=O)c4ccccc4F)cn3)CC2)cc1	-3	-8	32
O=C(c1ccc([N+](=O)[O-])cc1)N1CCCC(OCc2cccc(Cl)c2)C1 (stereo not given)	-2	-3	-1
C=CCN(Cc1ccc(Cl)s1)C(=O)C(C)Oc1ccc(C#N)cc1 (stereo not given)	-9	nt	1
Cc1cc(C2=NNC(=CSc3nc4ccc(Cl)cc4[nH]3)O2)c(C)o1	-4	-3	2
CCN1CCc2c(sc(NC(=O)c3ccc([N+](=O)[O-])cc3)c2-c2nc3ccccc3s2)C1	-5	-10	-2
CCCN1C[C@H]2CC[C@@H]1CN(C(=O)c1cc(N)n[nH]1)C2	-7	-5	nt
Cc1nc2cc(OCc3cc(C(=O)N(C)CCc4nc5ccccc5[nH]4)no3)ccc2s1	-7	-11	nt
CC(C)[C@@H](CO)Nc1nccc2[nH]c(-c3ccc(F)c(F)c3)nc12	-4	-6	-2
O=C(Nc1ccccc1)C1CC1Cc1ccccc1 (stereo not given)	-3	nt	-3
CC(C)CNC(=O)Cc1csc(SCC(=O)c2ccccc2)n1	0	-2	nt

Structures listed so far that have an NH in an aromatic ring, in the order listed:
SMILES	hcGAS inh	mcGAS inh	NPYLR7 ag
CN1C[C@@H]2CC[C@H](CC1=O)N2C(=O)c1cc2ccccc2[nH]c1=O	-6	nt	-2
CC1CCCN(S(=O)(=O)c2ccc(C(=O)N(C)Cc3nc4ccccc4c(=O)[nH]3)cc2)C1 (stereo not given)	1	-9	6
O=C(Nc1ccc2nc([C@@H]3O[C@H](CO)[C@@H](O)[C@H](O)[C@H]3O)[nH]c2c1)C1CCCCC1	-2	-1	-2
Cc1ccnc(-n2cccc2CN2CCN(c3cc(=O)[nH]c(N)n3)CC2)c1	-7	nt	0
Cc1cc(=O)n2[nH]c(C(F)(F)F)nc2n1	3	nt	0
COc1ccc(Nc2nc(NCC3CCCO3)nc3[nH]ncc23)cc1 (stereo not given)	-11	nt	0
CCOC(C)C(=O)N1CCc2[nH]c3c(Br)cccc3c2C1 (stereo not given)	2	nt	-1
Cc1cc(C2=NNC(=CSc3nc4ccc(Cl)cc4[nH]3)O2)c(C)o1	-4	-3	2
CCCN1C[C@H]2CC[C@@H]1CN(C(=O)c1cc(N)n[nH]1)C2	-7	-5	nt
Cc1nc2cc(OCc3cc(C(=O)N(C)CCc4nc5ccccc5[nH]4)no3)ccc2s1	-7	-11	nt
CC(C)[C@@H](CO)Nc1nccc2[nH]c(-c3ccc(F)c(F)c3)nc12	-4	-6	-2

Outcome played no part in choosing rows; overall some 0.29% were active at least once.
